NSD2 block = NSD2 (human) methyltransferase inhibition | NSD2-SET H3K36me1 DELFIA fluorescence, biochemical | inhibition, % at 12.5 µM | 0.07% of 44,000 active | AID 624260; in the data active = inhibition above about 54%, passing the limit was not always enough;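 note: inhibitors reduce the monomethyl H3K36 fluorescence signal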
Target sequence (O96028 whole entry, looked up): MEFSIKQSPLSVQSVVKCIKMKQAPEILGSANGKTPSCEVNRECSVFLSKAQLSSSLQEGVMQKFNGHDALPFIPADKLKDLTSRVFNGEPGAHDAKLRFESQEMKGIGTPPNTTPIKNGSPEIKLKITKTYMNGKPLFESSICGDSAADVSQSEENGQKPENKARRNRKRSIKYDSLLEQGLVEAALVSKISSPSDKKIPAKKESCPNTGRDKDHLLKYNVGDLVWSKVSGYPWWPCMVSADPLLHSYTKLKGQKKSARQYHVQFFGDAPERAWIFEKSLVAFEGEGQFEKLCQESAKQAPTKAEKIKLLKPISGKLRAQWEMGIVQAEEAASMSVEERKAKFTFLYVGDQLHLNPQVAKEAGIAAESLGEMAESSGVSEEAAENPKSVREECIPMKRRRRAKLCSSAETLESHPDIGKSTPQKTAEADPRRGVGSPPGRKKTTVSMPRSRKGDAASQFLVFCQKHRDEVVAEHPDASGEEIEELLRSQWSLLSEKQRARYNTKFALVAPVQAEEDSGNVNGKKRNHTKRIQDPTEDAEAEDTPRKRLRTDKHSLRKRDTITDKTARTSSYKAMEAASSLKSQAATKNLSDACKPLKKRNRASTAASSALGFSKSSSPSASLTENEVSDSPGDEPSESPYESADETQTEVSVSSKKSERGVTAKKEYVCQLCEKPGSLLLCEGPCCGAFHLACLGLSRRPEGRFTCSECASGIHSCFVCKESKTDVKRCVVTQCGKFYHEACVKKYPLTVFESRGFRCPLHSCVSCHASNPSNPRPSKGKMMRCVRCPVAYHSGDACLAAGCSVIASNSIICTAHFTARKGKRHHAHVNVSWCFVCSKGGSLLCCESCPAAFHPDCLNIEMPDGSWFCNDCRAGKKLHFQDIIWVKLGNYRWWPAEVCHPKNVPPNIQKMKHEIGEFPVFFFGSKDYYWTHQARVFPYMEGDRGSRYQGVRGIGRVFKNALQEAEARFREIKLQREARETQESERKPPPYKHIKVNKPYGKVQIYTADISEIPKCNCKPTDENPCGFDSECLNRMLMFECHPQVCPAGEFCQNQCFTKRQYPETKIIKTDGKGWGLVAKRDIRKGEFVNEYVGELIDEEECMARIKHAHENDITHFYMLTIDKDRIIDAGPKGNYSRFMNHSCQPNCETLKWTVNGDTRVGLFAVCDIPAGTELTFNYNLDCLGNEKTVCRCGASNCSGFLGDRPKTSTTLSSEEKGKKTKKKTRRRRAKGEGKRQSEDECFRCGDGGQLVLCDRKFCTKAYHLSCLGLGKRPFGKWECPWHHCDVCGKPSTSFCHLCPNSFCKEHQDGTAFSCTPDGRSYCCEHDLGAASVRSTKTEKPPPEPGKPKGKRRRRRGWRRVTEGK
Numbers without * were called inactive. This is a subset, so the mix of outcomes need not match the whole.

SMILES	NSD2 block
CC(C)NC(=O)N(C)C[C@H]1OCCCC[C@H](C)Oc2ccc(NC(=O)Nc3ccccc3)cc2C(=O)N([C@H](C)CO)C[C@@H]1C	4
C[C@@H]1CN([C@H](C)CO)C(=O)CCCn2nncc2CO[C@H]1CN(C)C(=O)CCCN(C)C	3
O=c1c(-c2ccc(O)cc2)coc2cc(O[C@@H]3O[C@H](CO)[C@@H](O)[C@H](O)[C@H]3O)cc(O)c12	4
COc1ccc(NC(=O)N(C)C[C@H]2Oc3c(NC(=O)C4CC4)cccc3C(=O)N([C@@H](C)CO)C[C@@H]2C)cc1	-379
C[C@@H]1CCCCO[C@@H](CN(C)S(=O)(=O)c2ccccc2)[C@@H](C)CN([C@@H](C)CO)C(=O)c2cc(NC(=O)Nc3ccccc3)ccc2O1	0
CCOC(=O)c1c(-c2cccs2)csc1/N=C/c1c(O)n(C)c2ccccc12	-9
COC(=O)C1=C2CC[C@H](CO)NC(=O)N[C@H](Cc3ccccc3)C(=O)NCc3cn(nn3)C[C@@H](Cc3ccccc3)NC(=O)c3oc(c(C(=O)OC)c3C(=O)OC)CC[C@H](CO)NC(=O)N[C@H](Cc3ccccc3)C(=O)NCc3cn(nn3)C[C@@H](Cc3ccccc3)NC(=O)C(=C1C(=O)OC)O2	35
COc1ccc(NC(=O)N(C)C[C@@H]2Oc3ccc(NS(=O)(=O)c4c(C)noc4C)cc3C(=O)N([C@H](C)CO)C[C@@H]2C)cc1	3
CC(C)C#Cc1cnc2c(c1)C(=O)N([C@H](C)CO)C[C@H](C)[C@H](CN(C)C(=O)Nc1ccc(F)cc1)O2	-10
C[C@H](CO)N1C[C@H](C)[C@H](CN(C)C(=O)Nc2ccccc2F)OCc2cnnn2CCCC1=O	1
Cc1ccc(S(=O)(=O)Nc2ccc3c(c2)C(=O)N([C@H](C)CO)C[C@@H](C)[C@@H](CN(C)C(=O)Nc2ccc4c(c2)OCO4)OCCCC[C@H](C)O3)cc1	3
CS(=O)(=O)Nc1ccc2c(c1)[C@H]1C[C@H](CC(=O)NCc3cccc(F)c3)O[C@H](CO)[C@H]1O2	2
COc1cccc(S(=O)(=O)N(C)C[C@H]2OCc3ccccc3-c3ccccc3C(=O)N([C@H](C)CO)C[C@H]2C)c1	-2
CCO[C@@H]1OC(C(=O)N2CCCCCCC2)=C[C@H](C)[C@H]1CCCO	8
CC(C)NC(=O)Nc1ccc2c(c1)CC(=O)N([C@@H](C)CO)C[C@@H](C)[C@H](CN(C)Cc1ccccc1)O2	4
C[C@@H]1CN([C@H](C)CO)C(=O)c2cc(Br)cnc2O[C@H]1CN(C)C(=O)c1cccnc1	-4
C[C@@H]1CN([C@@H](C)CO)S(=O)(=O)c2ccc(C#CC3CC3)cc2O[C@H]1CN(C)C(=O)CN(C)C	-3
Cc1noc(C)c1NC(=O)Nc1ccc2c(c1)CC(=O)N([C@H](C)CO)C[C@@H](C)[C@H](CN(C)S(=O)(=O)c1cn(C)cn1)O2	1
CC(C)NC(=O)Nc1ccc2c(c1)C(=O)N([C@H](C)CO)C[C@@H](C)[C@H](CN(C)C(=O)Nc1ccccc1)OCCCC[C@@H](C)O2	-7
Cc1ccc(S(=O)(=O)N(C)C[C@@H]2OCCCC[C@@H](C)Oc3ccc(NS(C)(=O)=O)cc3C(=O)N([C@H](C)CO)C[C@@H]2C)cc1	-6
COc1ccc(NC(=O)Nc2cccc3c2O[C@H](CN(C)C(=O)Nc2ccc(F)cc2)[C@H](C)CN([C@H](C)CO)C3=O)cc1	-2
C[C@H](CO)N1C[C@H](C)[C@@H](CN(C)C)Oc2cc(C#CC3(O)CCCC3)ccc2S1(=O)=O	8
O=C(C[C@@H]1C[C@@H]2c3cc(NC(=O)Cc4ccncc4)ccc3O[C@@H]2[C@@H](CO)O1)NCc1cccnc1	-12
COc1ccc(-c2cnc3c(c2)C(=O)N([C@H](C)CO)C[C@@H](C)[C@H](CN(C)C(=O)C2CCOCC2)O3)cc1	-1
C[C@@H]1CN([C@H](C)CO)C(=O)Cc2cc(NC(=O)Nc3ccc(C(F)(F)F)cc3)ccc2O[C@@H]1CN(C)Cc1ccc(Oc2ccccc2)cc1	-9
CCCNC(=O)N(C)C[C@H]1Oc2ncc(C3=CCCC3)cc2C(=O)N([C@H](C)CO)C[C@@H]1C	4
C[C@@H]1CN([C@@H](C)CO)S(=O)(=O)c2ccc(C#CC3CCCC3)cc2O[C@H]1CN(C)C(=O)Nc1cc(F)ccc1F	-6
O=C(CC1CC1)Nc1ccc2c(c1)[C@@H]1C[C@H](CC(=O)N3CCOCC3)O[C@H](CO)[C@@H]1O2	3
C[C@@H]1CCCCO[C@@H](CN(C)C(=O)Nc2ccc3c(c2)OCO3)[C@@H](C)CN([C@H](C)CO)C(=O)c2cc(NC(=O)Nc3ccc(F)cc3)ccc2O1	-3
COc1ccc(S(=O)(=O)N(C)C[C@H]2OCCCC[C@@H](C)Oc3ccc(NS(=O)(=O)c4ccc(Cl)cc4)cc3C(=O)N([C@@H](C)CO)C[C@H]2C)cc1	-1
Cc1noc(C)c1NC(=O)N(C)C[C@H]1Oc2ccc(NC(=O)Nc3cccc4ccccc34)cc2CC(=O)N([C@@H](C)CO)C[C@@H]1C	-7
C[C@H]1CN([C@@H](C)CO)C(=O)c2cccc(NC(=O)Nc3cccc4ccccc34)c2O[C@H]1CN(C)C(=O)NC1CCCCC1	4
COc1ccc2c(=O)ccoc2c1	0
C[C@@H]1CN([C@H](C)CO)C(=O)Cc2cc(NC(=O)Nc3ccc4c(c3)OCO4)ccc2O[C@H]1CN(C)S(=O)(=O)c1ccc(F)cc1	-4
C[C@H](CO)N1C[C@H](C)[C@@H](CN(C)S(=O)(=O)c2ccccc2)Oc2ncc(C#CC3(O)CCCC3)cc2C1=O	2
C[C@@H]1CN([C@H](C)CO)C(=O)c2cc(C#CC3(O)CCCC3)cnc2O[C@@H]1CN(C)Cc1ccccn1	-1

4 compounds already listed, ordered by number of heavy atoms, low to high:
SMILES	NSD2 block
CCCNC(=O)N(C)C[C@H]1Oc2ncc(C3=CCCC3)cc2C(=O)N([C@H](C)CO)C[C@@H]1C	4
C[C@H]1CN([C@@H](C)CO)C(=O)c2cccc(NC(=O)Nc3cccc4ccccc34)c2O[C@H]1CN(C)C(=O)NC1CCCCC1	4
Cc1noc(C)c1NC(=O)N(C)C[C@H]1Oc2ccc(NC(=O)Nc3cccc4ccccc34)cc2CC(=O)N([C@@H](C)CO)C[C@@H]1C	-7
COc1ccc(S(=O)(=O)N(C)C[C@H]2OCCCC[C@@H](C)Oc3ccc(NS(=O)(=O)c4ccc(Cl)cc4)cc3C(=O)N([C@@H](C)CO)C[C@H]2C)cc1	-1

(further entries)
SMILES	NSD2 block
Cc1noc(C)c1NC(=O)Nc1ccc2c(c1)CC(=O)N([C@@H](C)CO)C[C@H](C)[C@H](CN(C)C(=O)NC(C)C)O2	-6
O=C(C[C@H]1C[C@H]2c3cc(NC(=O)C4CCC4)ccc3O[C@H]2[C@@H](CO)O1)NCCc1ccccc1	0
COCC(=O)N(C)C[C@H]1Oc2ncc(-c3ccc(C#N)cc3)cc2C(=O)N([C@@H](C)CO)C[C@H]1C	-2
C[C@@H]1CCCCO[C@H](CN(C)Cc2ccc(C(F)(F)F)cc2)[C@@H](C)CN([C@H](C)CO)C(=O)c2cc(NC(=O)Nc3ccc4c(c3)OCO4)ccc2O1	0
C[C@@H]1CN([C@H](C)CO)C(=O)c2cc(NC(=O)Nc3ccc(F)cc3)ccc2O[C@@H]1CN(C)Cc1ccc(C(=O)O)cc1	5
C[C@H](CO)N1C[C@H](C)[C@H](CN(C)S(=O)(=O)c2ccccc2)OCCCC[C@H](C)Oc2ccc(NC(=O)Nc3ccccc3)cc2C1=O	2
C/C=C/c1ccc2c(c1)O[C@H](CN(C)S(C)(=O)=O)[C@H](C)CN([C@@H](C)CO)S2(=O)=O	1
C[C@@H]1CN([C@H](C)CO)C(=O)c2cc(NC(=O)Cc3ccccc3)ccc2O[C@H]1CN(C)Cc1ccc(-c2ccccc2)cc1	8
CN(C)c1ccc2c(c1)[C@@H]1C[C@H](CC(=O)O)O[C@H](CO)[C@@H]1O2	-1
Cc1noc(C)c1NC(=O)N(C)C[C@H]1Oc2ccc(N(C)C)cc2CC(=O)N([C@@H](C)CO)C[C@@H]1C	27
COc1ccccc1-c1ccc2c(c1)O[C@H](CN(C)CC1CC1)[C@H](C)CN([C@@H](C)CO)S2(=O)=O	-3
C[C@@H]1CN([C@@H](C)CO)C(=O)c2cc(C#Cc3cccnc3)cnc2O[C@@H]1CN(C)Cc1ccncc1	-5
C[C@H](CO)N1C[C@H](C)[C@H](CN(C)C(=O)c2ccccc2F)Oc2ncc(C#Cc3ccc(F)cc3)cc2C1=O	-8
C[C@@H]1CN([C@H](C)CO)C(=O)c2cc(NS(C)(=O)=O)ccc2O[C@H]1CN(C)C(=O)Nc1ccc(F)cc1	-1
C[C@H]1ON(c2ccccc2)[C@@H](c2ccccc2)[C@@H]1C(=O)N1C(=O)OC[C@@H]1c1ccccc1	-3
C[C@@H]1CN([C@H](C)CO)C(=O)c2cc(NC(=O)Nc3ccc(C(F)(F)F)cc3)ccc2O[C@@H]1CN(C)Cc1ccc(Oc2ccccc2)cc1	-7
COc1ccc(CN(C)C[C@H]2OCCCC[C@@H](C)Oc3ccc(NC(=O)Cc4ccccc4)cc3C(=O)N([C@H](C)CO)C[C@@H]2C)cc1	0
CCCN(C)C[C@@H]1OCCCC[C@@H](C)Oc2ccc(NS(=O)(=O)c3ccc(F)cc3)cc2C(=O)N([C@H](C)CO)C[C@@H]1C	1
C[C@H]1CN([C@@H](C)CO)S(=O)(=O)c2ccc(-c3cccnc3)cc2O[C@H]1CN(C)C	-2
O=S(=O)(N[C@@H]1CCN(Cc2ccc(OCCO)cc2)C1)c1cccc2cccnc12	4
COc1ccc2[nH]c(=O)[nH]c(=O)c2c1	0
COc1ccc(S(=O)(=O)N(C)C[C@H]2OCCCC[C@@H](C)Oc3ccc(NC(=O)NC(C)C)cc3C(=O)N([C@H](C)CO)C[C@@H]2C)cc1	-1
C[C@@H]1CN([C@@H](C)CO)C(=O)Cc2cc(NC(=O)NC3CCCCC3)ccc2O[C@@H]1CN(C)C(=O)NC1CCCCC1	2
C[C@@H]1CN([C@@H](C)CO)C(=O)Cc2cc(NC(=O)C3CCCCC3)ccc2O[C@H]1CN(C)Cc1ccc(C(F)(F)F)cc1	-6
C[C@H](CO)N1C[C@H](C)[C@H](CN(C)S(=O)(=O)c2cccs2)Oc2ccc(NC(=O)Nc3ccc4c(c3)OCO4)cc2CC1=O	-5
C[C@@H]1CN([C@H](C)CO)C(=O)c2cc(-c3ccc(C#N)cc3)cnc2O[C@@H]1CN(C)CC1CC1	-2
C[C@@H]1CN([C@@H](C)CO)C(=O)c2cccc(NC(=O)NC3CCCCC3)c2O[C@H]1CN(C)C(=O)Nc1ccc(F)cc1	-1
CC12N=C3SCc4ccccc4CN3[C@H](c3ccccc3O1)[C@H]2CO[Si](C)(C)C(C)(C)C	-1
C[C@@H]1CN([C@H](C)CO)S(=O)(=O)c2ccc(C#CCN(C)C)cc2O[C@H]1CN(C)C(=O)c1ccccc1F	9
COc1ccc(CN(C)C[C@H]2OCCCC[C@@H](C)Oc3ccc(NC(=O)Nc4ccc5c(c4)OCO5)cc3C(=O)N([C@@H](C)CO)C[C@H]2C)cc1	-3
C[C@@H]1CN([C@@H](C)CO)C(=O)Cc2cc(NC(=O)C3CC3)ccc2O[C@@H]1CN(C)Cc1ccc(C(F)(F)F)cc1	-9
CO[C@@H](CN(C)S(=O)(=O)c1ccc(C)cc1)[C@@H](C)CN(Cc1ccccc1Cl)[C@H](C)CO	15
COc1ccc(-c2cnc3c(c2)C(=O)N([C@H](C)CO)C[C@H](C)[C@H](CN(C)C(=O)Cc2ccccc2)O3)cc1	11
CC1(C)CC[C@]2(C(=O)O)CC[C@]3(C)C(=CCC4[C@@]5(C)C[C@@H](O)[C@H](O)C(CO)(CO)C5CC[C@]43C)C2[C@@H]1O (stereo partly drawn)	16
CO[C@@H](CN(C)Cc1cc(F)ccc1F)[C@H](C)CN([C@@H](C)CO)S(=O)(=O)c1ccc(F)cc1	14
Cc1noc(C)c1NC(=O)N(C)C[C@H]1OCCCC[C@H](C)Oc2ccc(NS(=O)(=O)c3cn(C)cn3)cc2C(=O)N([C@@H](C)CO)C[C@H]1C	0

Quoted at random: five entries already listed.
SMILES	NSD2 block
C[C@@H]1CN([C@@H](C)CO)C(=O)Cc2cc(NC(=O)C3CC3)ccc2O[C@@H]1CN(C)Cc1ccc(C(F)(F)F)cc1	-9
C[C@@H]1CN([C@@H](C)CO)C(=O)c2cccc(NC(=O)NC3CCCCC3)c2O[C@H]1CN(C)C(=O)Nc1ccc(F)cc1	-1
Cc1noc(C)c1NC(=O)N(C)C[C@H]1OCCCC[C@H](C)Oc2ccc(NS(=O)(=O)c3cn(C)cn3)cc2C(=O)N([C@@H](C)CO)C[C@H]1C	0
COc1ccc(-c2cnc3c(c2)C(=O)N([C@H](C)CO)C[C@H](C)[C@H](CN(C)C(=O)Cc2ccccc2)O3)cc1	11
CC1(C)CC[C@]2(C(=O)O)CC[C@]3(C)C(=CCC4[C@@]5(C)C[C@@H](O)[C@H](O)C(CO)(CO)C5CC[C@]43C)C2[C@@H]1O (stereo partly drawn)	16

The list continues.
SMILES	NSD2 block
COC1CCC(C(=O)c2ccc3nc4c(cc3c2)CCCO4)CC1 (stereo not drawn)	-3
CC(C)NC(=O)N(C)C[C@H]1OCCCC[C@@H](C)Oc2ccc(NS(=O)(=O)c3ccccc3)cc2C(=O)N([C@H](C)CO)C[C@H]1C	-2
Nc1ncnc2c1c(I)cn2C1OC(CO)C(O)C1O (stereo not drawn)	-2
CCCc1occc(=O)c1CC=O	2
C[C@@H]1CN([C@H](C)CO)C(=O)c2cc(NC(=O)Nc3ccc4c(c3)OCO4)ccc2O[C@@H](C)CCCCO[C@@H]1CN(C)C(=O)Cc1ccccc1	-2
CCCC#Cc1cnc2c(c1)C(=O)N([C@@H](C)CO)C[C@@H](C)[C@@H](CN(C)C(=O)Nc1cc(F)ccc1F)O2	-8
C[C@@H]1CCCCO[C@@H](CN(C)Cc2ccc3c(c2)OCO3)[C@H](C)CN([C@@H](C)CO)C(=O)c2cc(NS(=O)(=O)c3ccc(F)cc3)ccc2O1	3
